XiGFP reactiv = activators of inactive X chromosome reactivation, primary screen, imaging, XiGFP fibroblasts, GFP high-content imaging, set 2. XiGFP mouse fibroblasts, % GFP-positive cells imaging, 3 d; cells co-treated with 5-aza-dC sensitizer; scaled so ellipticine positive control = 100%. 0.055% of 360,000 active. AID 743238, 2013. activation, % at 7.58 µM;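 active = mean normalized replicate activation at least 10% and every replicate at or above 10%; inconclusive = only one of the two criteria met; inactive = mean below 10% and not all replicates reach 10%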;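 also: 0% = median of on-plate neutral control wells and 100% = ellipticine 6 µM median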
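Material: SV40-immortalized XiGFP fibroblast cells, line 68-5-11 | Buffer or medium: DMEM containing 5-aza-dC | Dosing: One concentration, pinned | Times: 3 d treatment, 15 min room-temperature fixation | Controls: Ellipticine 6 µM positive control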
CFTR F508del cor = F508del CFTR correction, initial screen, CFBE line, single point. CFBE cells, YFP halide quenching; stimulated with forskolin plus potentiator P3; % fluorescence drop versus neutral controls. AID 720511, 2013. 0.36% of 350,000 active. activity (quench increase), % at 7.58 µM;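 active = mean added fluorescence quench of at least 8% versus neutral control, with both replicates also reaching 8%; inconclusive = only one of the mean or replicate conditions met; inactive = mean below 8% and not both replicates reaching 8%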;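 also: cells transiently co-express mutant CFTR-F508del with the halide-sensitive YFP; corrector assay measuring rescue of mutant channel to the surface after 24 h compound exposure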
E-sel inducer = E-selectin induction in HUVECs, primary screen, imaging, HUVEC, immunofluorescence imaging, single point. activation, % at 7.58 µM. AID 686992, 2013. 0.37% of 260,000 active. normalized: neutral wells 0, TNF-alpha wells 100. P16581;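 active = mean E-selectin-positive cell signal at least 10% of the positive control, reached in at least 60% of replicates, without over 20% cell loss; inconclusive = no rule given, readout overlaps actives, possibly toxicity-flagged; inactive = the rest, including those meeting only one limit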;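 also: in these data hits start at about 27%; measured in HUVEC primary endothelial cells; signal is the percent of cells scored E-selectin positive by PE staining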
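assay system = HUVEC, human umbilical vein endothelial cells | input = 3,000 HUVEC seeded per well | medium = EGM-2 growth medium on 0.1% gelatin-coated wells | dosing = one compound dose added by pin transfer | signal = immunofluorescence imaging | read-out basis = % PE-positive cells | control set = TNF-alpha, DMSO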
CASP6 VEID inh = human caspase-6 inhibitors, primary screen, biochemical, VEID-R110 fluorescence, single point, set 2; P55212; purified caspase-6, Z-VEID-R110 cleavage fluorescence; inhibition, % at 12.5 µM; 0.53% of 350,000 active; AID 686996, 2013;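 active = mean inhibition across replicates at least about 35%, with every replicate also reaching that limit, limit read from the data; inconclusive = only one of the two criteria met; inactive = neither criterion met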;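 also: 0% = median of neutral control wells and 100% = no fluorescence left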
Target sequence (P55212 24-179 limits assumed): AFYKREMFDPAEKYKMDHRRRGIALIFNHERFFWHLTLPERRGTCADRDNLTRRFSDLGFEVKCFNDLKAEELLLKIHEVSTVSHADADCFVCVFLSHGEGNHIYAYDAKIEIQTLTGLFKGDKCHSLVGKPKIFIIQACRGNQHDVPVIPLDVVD
Target sequence (P55212 194-293 limits assumed): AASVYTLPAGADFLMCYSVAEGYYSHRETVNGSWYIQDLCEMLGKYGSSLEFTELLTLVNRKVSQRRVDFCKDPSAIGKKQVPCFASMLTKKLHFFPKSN
INS-1E GSIS act = GLuc luminescence reporter in INS-1E cells, primary screen for activators of glucose-dependent secretion of insulin; INS-1E GLuc reporter insulin secretion, 2-3 h; activation, % at 16.6 µM; 0.61% of 370,000 active; AID 743287, 2014;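 active = lowest replicate activation of at least 40%, so every replicate reaches that level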;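 also: 0% = median of neutral control wells and 100% = median of IBMX positive control wells; some compounds called inactive have numbers as strong as hits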
RAD54 branch = inhibitors of human RAD54 branch migration, primary screen, biochemical, fluorescence, single point; DNA repair and recombination protein RAD54-like (Homo sapiens), Q92698; inhibition, % at 10.4 µM; RAD54 Holliday junction branch migration, FAM/BHQ fluorescence; 0.14% of 360,000 active;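 active = mean normalized replicate activity at least 40 and at least half of replicates scoring 40 or more; inconclusive = only one of the two criteria met; inactive = mean below 40 and under half of replicates reaching 40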;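 also: 0% = median of neutral control wells and 100% = median of positive control wells; inhibitors cause a drop in the FAM fluorescence signal; in these data hits start at about 50%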
Target sequence (Q92698 whole entry, looked up): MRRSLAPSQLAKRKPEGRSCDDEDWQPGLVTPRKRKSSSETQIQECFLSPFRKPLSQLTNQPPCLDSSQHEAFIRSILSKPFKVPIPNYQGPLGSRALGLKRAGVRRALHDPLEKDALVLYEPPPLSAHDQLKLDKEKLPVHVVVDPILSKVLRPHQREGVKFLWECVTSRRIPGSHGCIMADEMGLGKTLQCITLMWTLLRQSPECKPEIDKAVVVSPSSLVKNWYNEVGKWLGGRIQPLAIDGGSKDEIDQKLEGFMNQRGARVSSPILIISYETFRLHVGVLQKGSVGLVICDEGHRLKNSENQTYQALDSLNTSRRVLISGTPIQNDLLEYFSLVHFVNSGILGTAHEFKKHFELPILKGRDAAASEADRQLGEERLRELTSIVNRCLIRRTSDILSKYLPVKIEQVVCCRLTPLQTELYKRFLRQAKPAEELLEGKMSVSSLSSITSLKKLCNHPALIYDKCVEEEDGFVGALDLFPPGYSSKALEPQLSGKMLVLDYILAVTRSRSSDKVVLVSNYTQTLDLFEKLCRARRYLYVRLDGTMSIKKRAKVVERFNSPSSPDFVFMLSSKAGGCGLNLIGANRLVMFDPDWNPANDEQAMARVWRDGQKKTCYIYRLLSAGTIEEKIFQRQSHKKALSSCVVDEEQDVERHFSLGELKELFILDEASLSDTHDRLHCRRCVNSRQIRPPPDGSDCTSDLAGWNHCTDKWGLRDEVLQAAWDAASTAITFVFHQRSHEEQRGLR
RAD52 anneal inh = RAD52 DNA annealing inhibitors, primary screen, biochemical, FRET, single point, set 2. DNA repair protein RAD52 homolog (Homo sapiens), P43351. 0.46% of 360,000 active. inhibition, % at 18.7 µM. recombinant RAD52 DNA annealing, FRET fluorescence;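 active = every replicate showing at least 50% inhibition; inconclusive = mean inhibition at least 50% but not in every replicate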
DENV2 CPE = inhibitors of DENV2 cytopathic effect, primary screen, cell-based, plate reader, single concentration. AID 651640, 2012. CPE inhibition, % at 9.99 µM. DENV2-infected cells, cytopathic effect rescue. 1.7% of 350,000 active; in the data active = CPE inhibition above about 20%, passing the limit was not always enough; inconclusive = no clear call, values can overlap the other calls; tested in BHK-21 cells;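 also: 0% = median of neutral control wells and 100% = median of positive control wells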
The depositor's hits bear a star; ? = inconclusive; / = no result given; & = joins results of further samples.

SMILES	XiGFP reactiv	CFTR F508del cor	E-sel inducer	CASP6 VEID inh	INS-1E GSIS act	RAD54 branch	RAD52 anneal inh	DENV2 CPE
Cc1nc2cc(C(=O)N3c4ccccc4CC3C)ccc2s1 (centres undefined)	0.4	5.0	/	0	11	-4	-11	2
C[C@H](CO)N1C[C@H](C)[C@@H](CN(C)C(=O)c2cccnc2)Oc2ncc(-c3ccc(F)cc3)cc2C1=O	0.2	1.8	0.0	0	12	2	15	-7
O=C(Cc1c(F)cccc1Cl)Nc1ncc([N+](=O)[O-])s1	0.0	-2.3	-1.7	1	-31	/	-17	-1
O=[N+]([O-])c1cccc(S(=O)(=O)Nc2ccc(S(=O)(=O)N3CCCC3)cc2)c1	-0.1	-1.6	-0.4	1	-25	-4	-6	-2
COCCn1c(C(C)C)nc2ccccc21	0.4	0.5	6.7	0	6	/	-7	7
Cc1ccc(-c2csc3nc4cc(C(N)=O)ccc4c(=O)n23)cc1	0.0	0.1	0.0	2	1	4	-22	3
COc1cc(NC(=O)CN(C)C2CCCCC2)c(C)cc1[N+](=O)[O-]	-0.1	0.7	/	-1	10	/	-17	-10
CCCN(C)C[C@H]1Oc2cc(C#CCC3CCCC3)ccc2S(=O)(=O)N([C@H](C)CO)C[C@H]1C	-0.8	1.1	0.3	/	643	/	/	/
CCN(CC(=O)Nc1ccc2c(c1)OCCO2)C(=O)/C=C/c1cccc(C(F)(F)F)c1	0.1	1.0	-1.3	1	-12	-4	-9	-6
CCO[C@H]1OC(C(=O)N2CCCC2)=C[C@@H](c2ccc3c(c2)OCO3)[C@@H]1CCCO	/	-2.4	/	-1	/	/	-3	-6
O=S(=O)(NC(=NC1CCCCC1)c1ccccc1)c1ccc(F)cc1	0.2	0.1	/	1	27	-18	6	-4
CCCNC(=O)c1ccccc1SCc1c(C)noc1C	-0.1	2.3	-0.1	3	19	11	-15	3
Cc1cccc(NC(=O)Nc2ccc3c(c2)C(=O)N(C)[C@H]2CC[C@@H](CC(=O)NCc4ccccc4Cl)O[C@H]2CO3)c1	0.1	1.8	-0.1	/	-1	/	/	/
CC(=O)NS(=O)(=O)c1ccc(Nc2ccc([N+](=O)[O-])c3nonc23)cc1	0.0	2.5	-0.1	12	-14	/	-92	/
CCOC(=O)c1cccc(NC(=O)c2ccc3c(c2)OCO3)c1	0.0	-3.5	/	2	17	-7	-15	-4
COc1ccc(-c2cnc3c(c2)C(=O)N([C@@H](C)CO)C[C@@H](C)[C@H](CN(C)C(=O)Cc2ccccc2)O3)cc1	0.0	1.8	0.3	-1	-22	7	4	5
O=C(Nc1ccc(Br)cc1)Nn1cnnc1	0.2	-1.4	-0.1	1	0	5	-14	?
Cc1ccc(OCC(=O)N(Cc2cccs2)C2CCS(=O)(=O)C2)cc1C (centres undefined)	0.0	-0.1	0.7	-1	14	/	-4	-2
CCCN1C[C@H](C)[C@@H](OC)CN(C)C(=O)c2cc(NC(=O)c3ccccc3F)ccc2OC[C@@H]1C	-0.1	1.2	-0.8	-1	-13	-6	21	0
COc1cc(/C=C/C(=O)O)cc(S(=O)(=O)N2CCc3ccccc32)c1OC	-0.1	0.5	/	3	33	0	-10	4
Cc1ccc(S(=O)(=O)Nc2nc3ccc(S(C)(=O)=O)cc3s2)cc1	/	/	/	2	-1	2	-13	/
COc1ccc(CNC(=O)C[C@H]2CC[C@@H](NC(=O)c3cccc(F)c3)[C@@H](CO)O2)cc1	-0.2	-0.8	0.0	-4	-7	0	4	-9
CCN(CC)S(=O)(=O)c1ccc(/C=C/C(=O)OCC(=O)NCc2ccco2)cc1	0.0	2.4	-1.6	17	0	1	-23	0
COc1ccccc1S(=O)(=O)N[C@@H]1CC[C@@H](CCn2cc(C3CCCCC3)nn2)O[C@H]1CO	0.2	1.7	0.0	3	-4	-3	6	7
C[C@H](CO)N1C[C@H](C)[C@H](CN(C)Cc2ccc(C(=O)Nc3ccccc3N)cc2)Oc2ccc(NC(=O)C3CC3)cc2C1=O	0.1	-1.2	2.5	/	7	-1	5	12
Nc1nc(SCc2ccccc2)c2[nH]cnc2n1	0.3	0.1	0.2	0	18	1	-8	5
O=S(=O)(NCC(c1cccnc1)N1CCOCC1)c1ccc(Cl)cc1 (centres undefined)	0.0	-0.1	-0.1	-1	6	-15	-24	-1
Cc1ccccc1-c1nc(S(=O)(=O)c2ccccc2)c(NCCCN2CCOCC2)o1	0.2	-9.3	-0.3	-2	22	-8	-12	-1
CCn1nc(C)c(CNC(=O)C2CCC(=O)N(Cc3cccc(F)c3)C2)c1C (centres undefined)	0.1	-0.3	0.0	-2	-8	1	-2	-1
CN1C(=O)N(C)c2ccc(Br)c3cccc1c23	0.2	-3.7	0.1	-2	-5	-6	-14	13
CO[C@H]1CN(C)C(=O)c2cc(NC(=O)C3CCOCC3)ccc2OC[C@H](C)N(Cc2cccnc2)C[C@H]1C	0.3	-2.5	0.0	/	0	4	-8	/
N/C(=N\OC(=O)c1ccc2c(c1)OCO2)c1cccnc1	0.0	2.5	/	-1	-4	/	-5	6
CC(=O)c1c(C)[nH]c(C(=O)OCC(=O)Nc2sc3c(c2C#N)CCCC3)c1C	-0.1	/	-0.2	0	1	/	-22	-2
COc1ccc2c3c(n(C)c2c1)[C@@H](CO)N(Cc1cccnc1)CC31CN(C(=O)NC(C)C)C1	0.4	-1.3	0.1	4	14	/	-38	-6
Cc1ccccc1S(=O)(=O)N1CC[C@@H]2[C@@H](CO)N(C)c3ccc(Br)cc3[C@@H]21	0.0	-0.5	-0.5	/	-26	3	/	-14
Cc1[nH]c2ccccc2c1/C=N/Nc1cccc(C(=O)O)c1	-0.2	-0.2	/	8	-8	/	-23	10
C[C@@H]1O[C@H](C2CCCC2)Cc2[nH]c(=S)[nH]c(=O)c21	0.5	3.4	1.1	5	/	/	-12	-6
C#CCN1N=C(c2ccc(C)cc2)CSC1=O	0.0	-0.5	0.1	-3	-6	1	-8	-3
C/C=C/c1ccc2c(c1)O[C@H](CN(C)Cc1ccc(C(=O)O)cc1)[C@H](C)CN([C@@H](C)CO)S2(=O)=O	-0.3	0.8	0.1	-3	14	9	7	/
C[n+]1c2n(c3ccccc31)N=C(c1cc(C(C)(C)C)c(O)c(C(C)(C)C)c1)CS2	1.7	/	/	4	301*	/	60*	-4
O=C(CN1C(=O)c2ccccc2S1(=O)=O)NCc1ccc(F)cc1	-0.1	2.0	-0.3	1	3	7	-19	14
CC(C)c1ccc(S(=O)(=O)N2CCN(CC(=O)c3ccc(O)c(O)c3)CC2)cc1	0.0	-1.7	-2.0	57*	-3	-2	-15	2
CC(C)NC(=O)N1CC[C@@H]2[C@@H](CO)N(C)c3ccc(-c4ccc(F)cc4)cc3[C@@H]21	0.1	-3.8	0.5	-5	-6	6	0	-4
C[C@@H]1CN([C@@H](C)CO)C(=O)c2cccc(NC(=O)C3CC3)c2O[C@@H]1CN(C)C(=O)Nc1ccc2c(c1)OCO2	0.1	1.0	0.1	6	5	-1	14	1
CCOC(=O)N1CCC(NC(=O)c2ccc(CS(=O)c3cccc(C)c3)o2)CC1 (centres undefined)	0.0	-0.6	/	4	22	-1	5	-1
COc1ccc2cc(-c3[nH]ncc3CN3CCCN(c4ccccc4)CC3)ccc2c1	0.0	-1.0	/	1	-2	/	-2	-3
O=C(c1ccccn1)N1CC[C@@H]2[C@H](CO)Nc3ccc(-c4ccc(F)cc4)cc3[C@@H]21	0.2	2.2	3.3	1	-7	/	-35	?
COc1ccc(S(=O)(=O)Nc2ccc3c(c2)C(=O)N([C@@H](C)CO)C[C@H](C)[C@H](CN(C)Cc2ccc(Cl)c(Cl)c2)O3)cc1	-0.2	1.9	-9.7	1	-7	-8	3	4
O=C(CC1CC1)N[C@@H]1CC[C@@H](CCNS(=O)(=O)c2ccc(F)cc2)O[C@@H]1CO	-0.3&-0.1	0.9&1.1	-0.3&0.0	0&-3	3&2	5	-7&-13	-2&3
CNC[C@H]1OCCCC[C@H](C)Oc2ccc(NC(=O)NC3CCCCC3)cc2C(=O)N([C@H](C)CO)C[C@H]1C	-0.7	0.3	-0.1	-1	-2	-12	-166	11
NC(=O)COC(=O)c1c2c(nc3ccccc13)CCC2	0.2	-0.7	/	14	-4	/	-12	1
CCCC#Cc1ccc2c(c1)O[C@H](CN(C)C(=O)NC(C)C)[C@H](C)CN([C@@H](C)CO)S2(=O)=O	-0.8	-1.0	-0.2	1	-5	2	1	-8
CCOC(=O)C1(Cc2cccc(OC)c2)CCN(Cc2cnc(SC)nc2)CC1	0.0	3.3	/	-2	-10	/	-12	1
N/C(Cc1ccc(Cl)cc1Cl)=N\OC(=O)Cc1ccccc1	0.1	/	0.3	-4	-13	-7	-5	2
COc1ccc(Cl)cc1NC(=O)CN1C(=O)NC2(CCCC2)C1=O	0.2	3.3	-0.2	-5	-9	-3	-14	2
CCS(=O)(=O)N1CC2(C1)[C@@H](c1ccccc1)[C@@H](CO)N2CCC(F)(F)F	0.0	-3.3	0.0	0	16	/	-14	0
Cc1noc(C)c1C(=O)N(C)C[C@H]1OCc2ccccc2-c2ccccc2C(=O)N([C@H](C)CO)C[C@H]1C	0.0	-0.2	-0.2	0	-5	0	1	6
COC(=O)c1ccc(NC(=O)CN2CCC(NC(=O)c3ccccc3F)CC2)cc1	0.0	-1.7	/	-1	/	4	-7	17
CN1CCN(C(=O)C2=C[C@@H](C(C)(C)C)C[C@@H](OCc3ccc(CO)cc3)O2)CC1	0.6	-0.5&-0.6	0.7	-2&-1	-3	10	-14&11	3&13
CO[C@@H](CN(C)Cc1cc(F)ccc1F)[C@@H](C)CN(C(=O)Nc1ccc(F)cc1)[C@H](C)CO	0.0	2.0	0.1	0	-5	-1	-2	0
Continued:
SMILES	XiGFP reactiv	CFTR F508del cor	E-sel inducer	CASP6 VEID inh	INS-1E GSIS act	RAD54 branch	RAD52 anneal inh	DENV2 CPE
CCOc1cccc(C(=O)Nc2cccc(-c3nnc(-c4ccccc4)o3)c2)c1	/	-1.9	/	-2	-2	-3	-1	1
COc1ccccc1CNC(=O)C[C@H]1C=C[C@H](NC(=O)CC2CC2)[C@@H](CO)O1	-0.1	-0.9	-0.1	1	-1	1	-18	0
Cc1cccc(NC(=O)c2ccc(NC(=O)c3ccccc3Br)cc2)c1	0.0	-3.0	/	-1	/	-2	-2	0
O=C1CC(N2CCCCCC2)C(=O)N1c1ccc(F)cc1 (centres undefined)	0.2	-0.4	/	0	2	/	-12	-5
CNC[C@H]1Oc2ccc(NS(C)(=O)=O)cc2CC(=O)N([C@@H](C)CO)C[C@@H]1C	0.1	-1.1	-2.3	-2	4	-4	1	4

Screens as filed in PubChem BioAssay.
